# Source: PubChem BioAssay (several laboratories)
# HTR1A agonist: human 5-HT1a receptor agonists, primary screen, cell-based, CHO, Ga15 NFAT-bla reporter; 5-hydroxytryptamine receptor 1A (Homo sapiens), P08908; CHO 5-HT1a Ga15 NFAT-bla reporter, FRET ratio; 0% basal, 100% maximal reference agonist; activation, % at 10 µM; hit rate 0.56% among 65,000; AID 567, 2006;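 active = activation above the screen-wide mean activation plus 3 SD, cut at about 19% in these data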;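 note: 0% = DMSO wells and 100% = 5-CT at EC100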
# Target sequence (P08908 whole entry, looked up): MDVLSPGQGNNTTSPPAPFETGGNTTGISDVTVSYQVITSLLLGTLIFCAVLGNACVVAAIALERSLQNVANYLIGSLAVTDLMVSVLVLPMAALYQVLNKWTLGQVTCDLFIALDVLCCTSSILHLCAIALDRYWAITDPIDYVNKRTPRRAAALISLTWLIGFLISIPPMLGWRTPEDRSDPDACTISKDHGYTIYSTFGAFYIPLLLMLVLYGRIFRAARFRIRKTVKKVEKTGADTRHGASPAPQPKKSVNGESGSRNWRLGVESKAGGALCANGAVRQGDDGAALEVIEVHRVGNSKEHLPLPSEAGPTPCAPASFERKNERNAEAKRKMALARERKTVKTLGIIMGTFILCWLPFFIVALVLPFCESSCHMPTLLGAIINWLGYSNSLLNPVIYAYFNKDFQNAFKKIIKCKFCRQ
# NADH coupling: inhibitors of PK/LDH coupling enzymes, profiling panel, artefact control, biochemical, MLSMR library; hit rate 0.02% among 65,000; IC50, µM (titrated, usually from 10 µM), without a hit: top-dose inhibition; coupled PK/LDH NADH assays, four targets; AID 774, 2007;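 active = single-dose screening hits from any of four coupled enzyme assays that gave an IC50 when retested across doses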;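 note: the DPM-DC format reads NADH fluorescence rather than 340 nm absorbance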
# Abs 340nm: compound light absorbance at 340 nm, profiling panel, artefact control, biochemical, MLSMR library, data from PS, PMK, MK assays | compound absorbance at 340 nm, fold over control | fold change at 10 µM | 65,000 tested, under 10 active | AID 708, 2007;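 active = at 10 µM dose, initial 340 nm absorbance at least 2 fold that of control wells; inactive = change under 2 fold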;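 note: initial absorbance extrapolated from kinetic A340 decline of NADH oxidation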
# RORA act: activators of orphan receptor RORA, primary screen, cell-based, luminescence; Nuclear receptor ROR-alpha (Homo sapiens), P35398; CHO-K1 Gal4-RORA LBD luciferase reporter; percent increase over mock-subtracted basal signal; activation, % at 10 µM; hit rate 1.5% among 65,000; AID 560, 2006;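 active = activation above the mean of all tested compounds plus 3 SD, cut at about 49% in these data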;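 note: 0% = DMSO-treated RORA cells and 100% = added signal equal to DMSO minus mock-transfected cells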
# 5-HT1A blocker: human 5-HT1a receptor antagonists, primary screen, cell-based, CHO, Ga15 NFAT-bla reporter; 5-hydroxytryptamine receptor 1A (Homo sapiens), P08908; CHO 5-HT1a Ga15 NFAT-bla reporter, antagonist mode; inhibition, % at 10 µM; hit rate 0.68% among 62,000;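 active = inhibition above the mean of all tested compounds plus 3 SD, cut at about 43% in these data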;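 note: receptor stimulated by 5-CT agonist at 100 nM near EC80; beta-lactamase reporter measured by ratiometric fluorescence of a cleavable substrate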
# MMP-13 inhibitor: human MMP13 inhibitors, primary screen, biochemical, FRET peptide cleavage; Collagenase 3 (Homo sapiens), P45452; MMP-13 fTHP FRET cleavage, Mca fluorescence; inhibition, % at 4 µM; hit rate 0.07% among 65,000; AID 570, 2006;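 active = inhibition above the mean of compound-free control plate wells plus 3 SD, cut at about 14% in these data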;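 note: 0% = DMSO wells and 100% = wells with reference MMP-13 inhibitor after basal subtraction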
# Autofluor 339: intrinsic fluorescence of library compounds, ex339/em460 – biochemical, MLSMR library, data from DPM-DC assay, artefact control, profiling panel | compound autofluorescence, ex339/em460 nm, NADH buffer; active compounds read high; 1 = no-compound wells, NADH background | fluorescence fold increase at 10 µM | hit rate 5.5% among 65,000 | AID 709, 2007;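 active = at 10 µM, mean starting fluorescence two-fold or more over control wells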;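 note: signal is the first read of a kinetic run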
# SF-1 act: activators of human SF-1, primary screen, cell-based, CHO-K1, Gal4-SF-1 LBD, luciferase luminescence. Steroidogenic factor 1 (Homo sapiens), Q13285. activation, % at 10 µM. hit rate 1.9% among 65,000. AID 522, 2006. CHO-K1 Gal4-SF-1 LBD luciferase reporter; % increase over DMSO SF-1-specific signal;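 active = activation above the mean activation of all tested compounds plus 3 SD, cut at about 50% in these data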
# Target sequence (Q13285 whole entry, looked up, the tested form may be a part): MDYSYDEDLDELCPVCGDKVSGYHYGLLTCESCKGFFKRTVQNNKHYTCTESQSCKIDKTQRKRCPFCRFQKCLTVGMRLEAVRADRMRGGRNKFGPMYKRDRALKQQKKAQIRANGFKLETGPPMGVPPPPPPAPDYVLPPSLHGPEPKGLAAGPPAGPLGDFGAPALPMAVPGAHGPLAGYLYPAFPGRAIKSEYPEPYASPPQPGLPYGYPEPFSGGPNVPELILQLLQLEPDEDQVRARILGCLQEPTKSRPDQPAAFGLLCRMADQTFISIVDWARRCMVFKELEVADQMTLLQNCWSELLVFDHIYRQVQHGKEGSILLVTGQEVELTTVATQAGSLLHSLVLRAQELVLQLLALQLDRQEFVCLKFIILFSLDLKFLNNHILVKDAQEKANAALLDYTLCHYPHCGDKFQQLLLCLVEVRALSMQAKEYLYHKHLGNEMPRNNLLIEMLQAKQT
#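 Compound – one dose, 10 µM compound, 1% DMSO · Test system – transient Gal4-SF-1 LBD reporter, CHO-K1 · Input – 4,000 cells in each well · Read-out basis – percent activation relative to DMSO median and mock-transfected background · Replicates – single measurement per compound · Technique – steady-glow luciferase luminescence, read after 15 min reagent incubation · Timing – 20 h compound treatment, 37 °C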
# TNAP act DEA: human TNAP enzyme activators, primary screen, biochemical, luminescent, intermediate phosphate acceptor level | Alkaline phosphatase, tissue-nonspecific isozyme (Homo sapiens), P05186 | purified TNAP, CDP-star luminescence, 100 mM DEA, 30 min; active compounds read high; scale: 0 levamisole-inhibited, 1 vehicle-only enzyme | activation factor at 20 µM | 64,000 tested, under 10 active;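 active = activation factor of at least 2 at 20 µM, relative to controls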
# The depositor's hits bear a star; nt = not tested or not shown; [ ] = remark or other dose.
mol	HTR1A agonist	NADH coupling	Abs 340nm	RORA act	5-HT1A blocker	MMP-13 inhibitor	Autofluor 339	SF-1 act	TNAP act DEA
Cc1c(C(=O)O)oc2ccc(S(=O)(=O)N3CCCCC3C(=O)O)cc12 (configuration not stated)	17	6%	0.99	10	3	2	1.1	-20	1
O=C1CCCC(O)=C1C=Nc1ccc(O)cc1	-1.1	1%	1.2	-4	43*	2	1.1	56*	1
CCOC(=O)/C=c1\sc2n(c1=O)CCN=2	1.2	4%	1.1	-21	-7	-14	1.4	5	0.9
O=C(COc1ccccc1)N1CCN(c2ncnc3c2cnn3-c2ccccc2)CC1	0.0	1%	1	-1	-10	-1	1.1	2	0.9
NC(=O)CSc1ccc(Br)cc1	-2.1	2%	1	-16	4	1	1.1	4	1
CC(=O)N1CCCc2cc(S(=O)(=O)CCC(=O)N3CCN(c4cccc(C)c4)C(C)C3)ccc21 (configuration not stated)	-0.8	3%	1	14	-13	0	1.1	1	0.9
CN(C)c1nc(NCc2ccccc2)nc(Oc2ccc(=O)[nH]n2)n1	-3.2	4%	1	0	9	-1	1.1	28	0.9
COc1cc(OC)cc(-c2cc3nc4c(c(N5CCN(c6ncccn6)CC5)n3n2)CCCC4)c1	-1.0	6%	1	1	3	-15	3.8*	-7	0.9
Cc1cc(C)nc(-n2nc(C)c3c(C(F)F)cc(C)nc32)n1	0.2	4%	1	-11	9	-8	1.1	0	0.8
COC(=O)COC(=O)c1ccc(O)cc1	-2.9	17%	1	8	2	6	0.87	-11	1
Cc1ccc2nc(NC(=O)CCNS(=O)(=O)c3ccc(Br)s3)sc2c1	-1.6	6%	1	27	-25	9	1.2	-2	0.9
CCc1c(C)sc(NC(=O)C2CCCCC2C(=O)O)c1C(N)=O (configuration not stated)	-2.7	4%	1.1	-8	-11	-2	1.1	-1	1
COC(=O)C1CCN(C(=O)COC(=O)CC(NC(N)=O)c2ccc(Cl)cc2)CC1 (configuration not stated)	-2.7	2%	1	-11	4	-2	1.1	16	1.1
O=C(CN1CCN(c2ccc(F)cc2)CC1)N1CCC(Cc2ccccc2)CC1	1.8	8%	1	-6	-20	3	1.1	-2	1
COCCCNC(CC(=O)Nc1ccc(N(C)C)cc1)C(=O)O (configuration not stated)	-2.0	8%	1	-1	-6	-2	1	-12	0.9
O=C(CSc1nc2ccccc2o1)Nc1ccccc1N1CCCCCC1	-0.8	6%	1.1	2	6	3	1	0	0.9
COCCNC(=O)CCCn1c(=O)c2ccccc2n(CC(=O)NCCC2=CCCCC2)c1=O	-2.5	5%	1	-2	-12	-2	1.1	-5	0.9
S=c1sc2c(N3CCOCC3)ncnc2n1-c1ccccc1	-1.6	5%	1.2	-2	-12	2	1	35	0.9
CCOc1ccc(OCC)c(N=c2oc3c(C)ncc(CO)c3cc2C(N)=O)c1	0.2	2%	1	-7	-6	-1	0.97	-14	0.9
Nn1c(Cc2ccccc2F)nnc1SCn1nnc2ccccc2c1=O	-3.4	5%	1	-12	-12	-3	1.1	9	1
CC(=O)Nc1cc(C(=O)N2CCOCC2)ccc1S(=O)(=O)c1ccc(C)cc1	-1.7	0%	1	29	2	4	1.2	-4	1
O=C(Nc1ccon1)c1cc2c(s1)CCCC2	-2.1	2%	1.1	42	-4	4	1.1	38	0.9
O=C(C1CCN(c2nnc(-n3cccc3)s2)CC1)N1CCN(Cc2ccc3c(c2)OCO3)CC1	-1.5	4%	0.99	10	-5	-2	1	-9	0.8
CCOC(=O)C(NC(C)=O)(Nc1ccc(S(=O)(=O)Nc2nccs2)cc1)C(F)(F)F (configuration not stated)	0.3	3%	0.98	8	10	-1	1.1	2	nt
Cc1cccc(NC(=O)CN2C(=O)COc3ccc(Cl)cc32)c1C	-3.4	3%	1	-16	36	-1	1	-22	0.9
O=C1CN(C(=O)CSc2nnc(-c3ccccc3)n2Cc2ccc3c(c2)OCO3)c2ccccc2N1	1.2	3%	1	-1	3	0	1	15	1
c1ccc(-n2ncc3c(NCCCN4CCOCC4)ncnc32)cc1	-2.9	6%	1	26	0	-8	1.2	43	0.9
CCCNC(=O)NS(=O)(=O)c1ccc(Cl)cc1	-1.5	2%	0.99	7	nt	-2	1	-5	0.8
CCOC(=O)C1CCCN(c2nc3ccccc3nc2C(C#N)C(=O)OC(C)C)C1 (configuration not stated)	1.3	3%	1	-25	nt	11	1.2	-5	0.9
CCn1c(=O)c2c(nc3n2CCCN3CCc2ccccc2)n(C)c1=O	3.9	8%	1	-11	-29	-4	0.86	7	1
CCCC(C(=O)NC1CCCC1)N(CC1CCCO1)C(=O)c1snc(C(N)=O)c1N (configuration not stated)	-4.9	14%	1	-32	3	-7	2.8*	2	1
COc1ccc(C2=CC(c3sccc3C)n3nnnc3N2)cc1 (configuration not stated)	-2.5	2%	1	14	12	2	1.2	43	0.8
COc1cc(CC(=O)OCC(=O)Nc2ccc(S(=O)(=O)N3CCCC3)cc2)cc(OC)c1OC	-1.6	7%	1	-6	-4	4	1	-4	1
CCOC(=O)c1ccc(Oc2cc(C)nc(SC)n2)cc1	0.3	0%	0.99	57*	7	4	0.99	31	0.9
Cc1cccc(-n2ncc3c(N(C)C4CCCCC4)ncnc32)c1	-1.0	4%	1	-73	15	1	1.1	-77	0.9
Cn1c(=O)oc2cc(S(=O)(=O)N3CCOCC3)ccc21	-1.4	4%	1.1	-8	-16	-3	1.1	-18	0.8
CC(=O)Nc1c(C(=O)C2CC2)oc2ccccc12	-5.7	3%	1	-5	1	-4	1.1	-5	0.9
CC(C)CCn1c(NCCN(C)C)nc2c1c(=O)[nH]c(=O)n2C	-1.3	2%	1	-23	6	-2	1.1	-16	0.9
CC(C)CCNC(=O)CN(Cc1ccc2c(c1)OCO2)C(=O)Cn1nnc(-c2cccs2)n1	-1.7	6%	0.98	35	15	2	1.1	10	0.9
Cc1ccc2cc3cc(C(=O)N(C)C4CCCCC4)oc3nc2c1	-0.8	1%	1.1	35	9	0	1.4	77*	0.9
CC(C)c1cc(N2CCN(C(=O)c3ccco3)CC2)n2c(nc3ccccc32)c1C#N	4.4	9%[fluoresces]	1.1	-9	-10	-54	2.1*	-21	1.2
O=C1OCCC1Sc1nnc(-c2ccc(Br)cc2)o1 (configuration not stated)	-1.2	3%	1.1	-23	2	5	1.1	-16	0.9
O=C(CSc1nnnn1-c1ccccc1)CC(=O)Nc1ccc(Cl)cc1	-0.5	1%	1	0	14	-4	1.1	-11	0.9
CCCc1ncc(C(O)c2cccc(OC)c2OC)n1C (configuration not stated)	-1.4	1%	1.1	27	-1	2	1	-8	0.8
O=C1CC(N2CCC(c3nc4ccccc4o3)CC2)C(=O)N1Cc1cccs1 (configuration not stated)	0.4	5%	1	-26	-17	2	1.1	-8	0.9
CCOC(=O)N1CCc2c(sc3c2C(=O)NC(c2ccccc2)N3)C1 (configuration not stated)	4.0	5%	1.1	4	-4	-65[fluorescence artefact?]	1.9	36	0.9
O=C1N/C(=N/c2ccccn2)SC1Cc1ccccc1 (configuration not stated)	-2.9	2%	1.1	6	20	-5	1	-31	0.9
c1cc(-c2nnc3n2CCCCC3)ccn1	-2.8	4%	1	16	12	-1	1.1	-6	0.9
COc1ccc(CNC(=O)Cn2cc3c(n2)CCCCC3)cc1	-0.7	8%	1	4	0	0	1.1	-6	0.9
CCCN1/C(=C(/C#N)C2=NS(=O)(=O)c3ccccc32)N(C)c2ccccc21	1.2	3%	1.2	-22	-8	0	1	-15	1
Fc1cccc(CSc2ncnc3c2oc2ccccc23)c1	2.5	6%	1	10	-18	-5	1.1	-28	0.9
O=C(c1cc2ccccn2n1)N1CCN(c2ccccn2)CC1	-2.9	4%	1.1	-7	-33	-7	1.1	-6	0.9
CC(=O)c1cccc(NC(=O)C2C3C=CC(C4CC34)C2C(=O)O)c1 (configuration not stated)	-0.4	5%	1	-2	4	2	1.1	-2	1
NC(N)=NS(=O)(=O)c1ccc(N)cc1	-1.9	3%	0.97	-16	nt	4	1	-4	0.9
Cc1cc(C)cc(Nc2cc(C)nc3nc(C)nn23)c1	2.1	6%	1	13	11	-3	1	-6	1
O=C(NCc1ccco1)c1cc2nc(C3CC3)cc(C(F)(F)F)n2n1	-2.7	4%	1.1	-10	-10	-4	1.3	-3	0.9

# Two compounds drawn at random from the list so far:
mol	HTR1A agonist	NADH coupling	Abs 340nm	RORA act	5-HT1A blocker	MMP-13 inhibitor	Autofluor 339	SF-1 act	TNAP act DEA
O=C(c1cc2ccccn2n1)N1CCN(c2ccccn2)CC1	-2.9	4%	1.1	-7	-33	-7	1.1	-6	0.9
NC(N)=NS(=O)(=O)c1ccc(N)cc1	-1.9	3%	0.97	-16	nt	4	1	-4	0.9

# Other records follow:
mol	HTR1A agonist	NADH coupling	Abs 340nm	RORA act	5-HT1A blocker	MMP-13 inhibitor	Autofluor 339	SF-1 act	TNAP act DEA
N#Cc1ccc(COC(=O)Cn2nnc(-c3ccccc3)n2)cc1	-0.8	2%	0.99	4	8	4	1	-8	0.8
COc1ccc(N2CCN(C(=O)COc3ccc4ccccc4c3)CC2)cc1	-2.7	2%	0.99	-1	-9	1	1.1	-14	0.9
Cc1cccc(CSC2=NCCN2C(=O)c2ccco2)c1	-0.2	9%	1	-32	13	3	1.1	-10	0.9
Clc1ccc(OCCCn2cncn2)cc1Cl	-1.1	3%	1	5	12	-2	1	8	0.8
Cc1ccc(OCCNS(=O)(=O)c2cccs2)cc1	-3.0	4%	0.98	16	3	2	1.1	23	0.8
Cc1nc(SCN2C(=O)c3ccccc3C2=O)n[nH]1	-2.8	7%	1.1	-3	-11	4	1.1	4	0.9
COc1ccc(-c2nc3c(c(SCC(=O)N4CCOCC4)n2)COC(C)(C)C3)cc1	1.5	1%	1	-2	-12	0	1	-4	0.9
NC(=O)C1CCN(C(=O)CSc2nc3c(c(-c4ccccc4)n2)CCCC3)CC1	-0.8	8%	1	-8	14	-1	1.1	14	1.1
C=CCNc1ncnc2c1cnn2-c1ccc(C)cc1C	-1.4	3%	1	19	4	-1	1.1	16	1
O=C(OCCN(CCOC(=O)c1ccncc1)S(=O)(=O)c1cccs1)c1ccncc1	-0.1	1%	1	3	-2	-1	1.1	1	0.9
CCN(CC)C(=O)CC(c1ccc(F)cc1)c1ccco1 (configuration not stated)	-1.1	0%	1	-12	7	1	1.1	-3	0.9
CC(C(=O)NC(=O)NC1CCCCC1)N1CCN(c2ccccn2)CC1 (configuration not stated)	-1.0	1%	1	-12	-6	-2	1	-7	0.9
CCOc1ccccc1NC(=O)c1cnc2n(c1=O)CCS2	-0.6	4%	1.1	-10	-22	1	1.1	0	0.9
